# JNK3 inh: JNK3 kinase activity inhibitors, primary screen, biochemical, human, purified enzyme | Mitogen-activated protein kinase 10 (Homo sapiens), P53779 | HTS | inhibition, % at 8 µM | 0.61% of 60,000 active | AID 746, 2007; in the data active = inhibition above about 17%;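 also: 0% = DMSO and 100% = reference inhibitor; many of its hits are not listed in these tables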
# MMP-13 inhibitor: human MMP13 inhibitors, primary screen, biochemical, FRET peptide cleavage. Collagenase 3 (Homo sapiens), P45452. MMP-13 fTHP FRET cleavage, Mca fluorescence. inhibition, % at 4 µM. 0.07% of 65,000 active. AID 570, 2006;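 active = inhibition above the mean of compound-free control plate wells plus 3 SD, cut at about 14% in these data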;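 also: 0% = DMSO wells and 100% = wells with reference MMP-13 inhibitor after basal subtraction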
# PKA kinase inh: inhibitors of human PKA kinase activity, primary screen, biochemical, ATP-depletion luminescence, Kemptide substrate; AID 524, 2006; inhibition, % at 6 µM; PKA Kemptide phosphorylation, Kinase-Glo ATP luminescence; cAMP-dependent protein kinase catalytic subunit alpha (Homo sapiens), P17612; 0.1% of 65,000 active;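 active = inhibition above the screen-wide mean inhibition plus 3 SD, cut at about 21% in these data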; also: many of its hits are not listed in these tables
# Abs 340nm: compound light absorbance at 340 nm, profiling panel, artefact control, biochemical, MLSMR library, data from PS, PMK, MK assays; compound absorbance at 340 nm, fold over control; AID 708, 2007; 65,000 tested, under 10 active; fold change at 10 µM;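 active = at 10 µM dose, initial 340 nm absorbance at least 2 fold that of control wells; inactive = change under 2 fold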;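 also: initial absorbance extrapolated from kinetic A340 decline of NADH oxidation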
# tolC growth inh: growth inhibitors of E. coli tolC mutant, primary screen, strain BW25113 ΔtolC::kan, 384-well | 2.2% of 65,000 active | OD615 | growth inhibition, % at 10 µM (by protocol);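 active = growth inhibition at or above a cutoff equal to the mean over every tested compound plus 3 SD, cut at about 60% in these data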;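 also: growth measured after 20 h incubation at 37 °C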
#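 Doses: one dose of 10 µM final / Material: E. coli BW25113 ΔtolC::kan, tolC deletion mutant strain / Buffer or medium: LB with kanamycin 50 µg/mL / Evaluation: percent growth inhibition / Detection: optical density read at 615 nm / Incubation: 37 °C, 20 h exposure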
# ROCK2 blocker: inhibitors of human ROCK2 kinase, primary screen, biochemical, high-throughput, luminescence | 0.35% of 60,000 active | purified ROCK2, Kinase-Glo ATP depletion luminescence | inhibition, % at 6 µM;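 active = inhibition above the screen-wide mean inhibition plus 3 SD, cut at about 18% in these data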;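 also: plate controls were DMSO wells for no effect and Y-27632 control wells after no-enzyme background subtraction for full effect; many of its hits are not listed in these tables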
# NADH enzymes: inhibitors of PK/LDH coupling enzymes, profiling panel, artefact control, biochemical, MLSMR library; IC50, µM (highest dose often 10 µM), without a hit: at the highest dose inhibition; 0.02% of 65,000 active; coupled PK/LDH NADH assays, four targets; AID 774, 2007;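 active = single-dose screening hits from any of four coupled enzyme assays that gave an IC50 when retested across doses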;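 also: the DPM-DC format reads NADH fluorescence rather than 340 nm absorbance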
# Fluor 339 460: intrinsic fluorescence of library compounds, ex339/em460 – biochemical, MLSMR library, data from DPM-DC assay, artefact control, profiling panel; compound autofluorescence, ex339/em460 nm, NADH buffer; stronger effect = higher value; 1 = no-compound wells, NADH background; fluorescence fold increase at 10 µM; 5.5% of 65,000 active; AID 709, 2007;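 active = at 10 µM, mean starting fluorescence two-fold or more over control wells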;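 also: signal is the first read of a kinetic run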
# HEK293 NFkB inh: inhibitors of PMA/ionomycin-induced NF-kB reporter, primary screen, antigen receptor NF-kB inhibitor project, cell-based, HEK-293 luciferase reporter, luminescence; HEK-293 NF-kB luciferase reporter; 0.21% of 62,000 active; inhibition, % at 3 µM; AID 465, 2006;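 active = inhibition above the mean of all tested compounds plus 3 SD, cut at about 40% in these data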;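 also: 0% = stimulated DMSO wells and 100% = 10 µM reference inhibitor 5653914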
#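 Timing: 1 h pretreatment, 16 h stimulation, 37 °C; system: HEK-293 cells with stable firefly luciferase reporter driven by four HIV NF-kB elements; doses: 3 µM once, 0.30% DMSO; measured by: luciferase luminescence; control set: DMSO and 10 µM reference inhibitor; repeats: single test; reagent: PMA plus ionomycin mix as NF-kB-activating stimulus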
# Starred values were filed as active, the others as inactive; nt = not tested or not shown; [ ] = remark or other dose. This is a subset. The share of hits here may be higher or lower than overall.
Compound,JNK3 inh,MMP-13 inhibitor,PKA kinase inh,Abs 340nm,tolC growth inh,ROCK2 blocker,NADH enzymes,Fluor 339 460,HEK293 NFkB inh
CC(C)(C)NC[C@H](O)COc1nsnc1N1CCOCC1,-3.0,-0.3,8.1,0.99,12.5,4.2,2.0%,1.03,nt
COc1ccc(CCNc2oc(-c3ccc(C)cc3)nc2C#N)cc1OC,-3.1,-106.1[fluorescence artefact?],-3.1,1.1,3.1,3.6,8.0%[fluoresces],2.13*,0.0
CC1CC(C)CN(S(=O)(=O)c2ccc(NC(=O)C3COc4ccccc4O3)cc2)C1 (stereo unspecified),6.8,-0.8,8.2,1.04,39.6,0.7,5.0%,1.09,14.2
O=C(COC(=O)C12CC3CC(CC(O)(C3)C1)C2)N1CCN(S(=O)(=O)c2ccc(Cl)cc2)CC1,4.3,4.5,5.1,1.05,0.7,4.4,4.0%,1.03,12.9
N=c1ncn(CC(O)CN2CCOCC2)c2nc(N3CCOCC3)[nH]c12 (stereo unspecified),1.8,1.9,-3.6,1.02,11.1,-1.8,2.0%,1.05,nt
O=C(CCN1C(=O)c2ccccc2C1=O)NCCC1=CCCCC1,7.8,-0.7,8.0,1,-3.6,9.3,4.0%,1.04,5.7
O=C(Nc1ccccc1N1CCCCC1)c1ccc2nccnc2c1,5.4,-2.7,4.9,1.03,28.8,9.8,8.0%,1.08,10.4
O=C(c1cccc(C(=O)N2CCc3ccccc32)n1)N1CCc2ccccc21,-10.6,-4.9,5.6,1.04,47.7,5.3,5.0%,1.08,1.5
C=C(C)Cn1c(NCCC)nc2c1c(=O)n(C)c(=O)n2C,-6.4,4.0,-4.0,1.03,1.6,-1.0,6.0%,1.06,8.9
COC(=O)c1ccc(C)c(NC(=O)CN(c2ccc3c(c2)OCO3)S(C)(=O)=O)c1,1.9,9.4,13.4,1.03,-3.2,8.7,8.0%,1.1,9.4
O=C(Nc1sc2c(c1C(=O)O)CCC2)c1cccs1,0.1,0.3,-0.4,1.13,76.1*,3.2,7.0%,1.07,-7.7
Cc1cccc(NC(=O)c2cccs2)n1,nt,4.1,0.1,1.06,16.3,nt,2.0%,1.1,-4.6
COc1ccc(OC)c(CN2CCN(c3ccccc3OC)CC2)c1,1.5,-7.9,1.1,1.06,7.0,3.4,24.0%,0.96,-3.0
COCCCN1C(=O)c2[nH]nc(-c3ccccc3O)c2C1c1ccc(Cl)cc1 (stereo unspecified),-2.3,1.1,7.6,1.04,63.7*,-1.2,4.0%,1.18,13.6
Cc1ccc(S(=O)(=O)N2CCSC2c2ccco2)cc1 (stereo unspecified),-6.0,-4.2,-1.8,1.03,-3.6,-2.3,8.0%,1.06,17.8
CCOC(=O)c1[nH]c(C)c(C(=O)NCCCOC(C)C)c1C,1.4,-2.2,7.3,0.99,-6.8,6.0,3.0%,1.07,-1.2
CCNC(=O)c1sc(=S)n(CC)c1N,-0.7,5.1,-5.5,1.13,-29.8,-3.0,6.0%,1.08,15.7
COc1ccc(N(CC(=O)Nc2cccc(C)c2)S(=O)(=O)c2c(C)n[nH]c2C)cc1,-0.1,3.2,-0.4,0.99,-1.6,-2.7,4.0%,1.07,10.0
C=CCn1c(SCC(=O)Nc2sc(C)c(C)c2C(=O)OCC)nnc1-c1sc(N)nc1C,8.6,-1.3,4.1,1.03,17.9,6.5,4.0%,1.09,4.6
Cc1cccc2cc(C#N)c(N3CCN(C)CC3)nc12,0.4,-15.0,3.1,0.99,0.4,0.1,5.0%,1.52,5.5
CCN(CC)c1ccc(-c2nn3c(-c4ccccc4OC)nnc3s2)cc1,5.2,-171.4[fluorescence artefact?],5.6,1.08,40.0,2.4,4.0%[fluoresces],3.62*,58.5*
Cc1ccc2cc3c(NC(=O)c4ccco4)nn(C)c3nc2c1,1.1,-15.8,1.6,1.07,3.8,7.1,17.0%,2.9*,1.1
O=C(Cn1c(=O)oc2cc(S(=O)(=O)N3CCCC3)ccc21)NC1CCCc2ccccc21 (stereo unspecified),-1.8,4.4,9.5,1.03,-9.2,4.0,8.0%,1.03,13.1
O=C(Nc1ccc(Br)cc1F)c1ccc2c(c1)N(Cc1ccccc1)C(=O)CS2=O (stereo unspecified),4.2,5.6,4.7,1.04,34.0,1.0,3.0%,1.03,-6.2

# Printed as active in HEK293 NFkB inh, among the entries above:
structure | JNK3 inh | MMP-13 inhibitor | PKA kinase inh | Abs 340nm | ROCK2 blocker | NADH enzymes | Fluor 339 460 | HEK293 NFkB inh
CCN(CC)c1ccc(-c2nn3c(-c4ccccc4OC)nnc3s2)cc1 | 5.2 | -171.4[fluorescence artefact?] | 5.6 | 1.08 | 2.4 | 4.0%[fluoresces] | 3.62* | 58.5*

# (list continues)
Compound,JNK3 inh,MMP-13 inhibitor,PKA kinase inh,Abs 340nm,tolC growth inh,ROCK2 blocker,NADH enzymes,Fluor 339 460,HEK293 NFkB inh
O=C(NCC1COc2ccccc2O1)C1CCCN(S(=O)(=O)c2cccc3cccnc23)C1 (stereo unspecified),4.5,4.4,2.8,1.04,8.3,3.5,5.0%,1.05,10.8
CCN(CC)CCn1c(=S)[nH]c2cc(Cl)ccc2c1=O,nt,2.0,6.2,1.07,-7.0,nt,10.0%,1.13,9.4
CCCCn1c(=N)n(CC(O)COc2ccc(C)cc2)c2ccccc21 (stereo unspecified),-1.7,0.4,2.3,1.02,18.8,-3.3,7.0%,1.09,13.5
CC(=O)NCc1cccc(CNC(C)=O)n1,-0.9,-3.3,1.2,0.99,-6.5,0.0,4.0%,1.03,6.1
COc1ccc2nc(NCCCNC(=O)c3cc(OC)c(OC)c(OC)c3)c(C#N)cc2c1,-3.2,-50.5,-0.9,1.02,8.0,-5.0,9.0%[fluoresces],3.1*,15.7
O=C(O)c1ccc(-c2ccc(O)c(F)c2)cc1,-3.0,-1.1,9.1,1,6.7,4.6,5.0%,1.42,19.1
CC1CC(C)CN(Cc2nc3c(c(=O)n(C)c(=O)n3C)n2CCN2CCOCC2)C1 (stereo unspecified),-2.8,2.0,-2.6,1.04,-19.4,-0.5,1.0%,1.18,18.9
CCCOC(=O)c1ccc(OCC(O)Cn2c(C)nc3ccccc32)cc1 (stereo unspecified),-3.6,0.9,3.3,1.02,4.0,2.6,2.0%,1.04,33.3
C=CCN1C(=O)C2C(C(=O)NC)C3C=CC2(O3)C1C(=O)NCc1ccc(OC)cc1 (stereo unspecified),nt,0.1,7.8,1.02,-13.1,nt,3.0%,1.13,6.0
COc1cccc(NC(=O)CCN2CCC(C(N)=O)CC2)c1,-4.1,3.6,-2.0,1.05,-21.3,1.4,1.0%,1.03,15.0
Cc1ccnc(SCCn2c(N3CCN(c4ccccc4)CC3)nc3c2c(=O)[nH]c(=O)n3C)n1,-6.8,-3.2,7.4,1.04,-7.8,4.3,2.0%,1.11,13.9
CCCCCCn1c(CN2CCN(C(=O)c3ccco3)CC2)nc2c1c(=O)n(C)c(=O)n2C,-6.1,4.1,0.5,1.03,10.6,4.9,3.0%,1.1,5.2
Fc1ccc2c(Cl)c(-c3nnc(-c4cccs4)o3)sc2c1,6.1,-4.0,12.1,1.09,18.6,4.1,8.0%[fluoresces],3.65*,-37.8
CCOc1ccc(N2CC(C(=O)NCCC3=CCCCC3)CC2=O)cc1 (stereo unspecified),1.8,-4.0,9.1,1.01,-2.2,5.7,1.0%,1.01,5.0
COC(=O)c1sccc1NC(=O)Cn1nnc(-c2ccc(C)cc2)n1,-4.3,2.2,-2.5,1.06,20.7,-2.0,1.0%,1.14,-4.1
COC(=O)c1c(C)n(-c2ccc(OC)cc2)c2ccc(O)cc12,10.2,-8.6,3.3,1,8.3,4.2,8.0%,1.08,12.0
N#Cc1ccc(N2CCN(C(=O)c3cccc(F)c3)CC2)c(F)c1,-5.1,-7.4,-5.4,1.02,9.6,1.8,4.0%,1.1,3.3
COc1ccccc1NS(=O)(=O)c1ccc(Cl)cc1,0.3,4.7,-2.4,1,13.7,-0.7,2.0%,1.1,8.4
CCCCOc1cccc(C(=O)N(Cc2cccs2)C2CCS(=O)(=O)C2)c1 (stereo unspecified),-7.8,4.3,-0.7,1.02,18.0,-3.0,4.0%,1.05,3.2
COc1cc2[nH]c(=S)n(CC3CCCO3)c(=O)c2cc1OC (stereo unspecified),-9.0,9.8,4.8,1.09,-1.8,0.5,3.0%,1.13,-4.2
CC1(O)CC(=O)N(c2ccccc2)O1 (stereo unspecified),-1.5,6.6,8.3,0.98,-6.0,1.4,6.0%,1.06,10.0
O=C(Oc1cccc(NC(=O)c2ccco2)c1)c1cccc(S(=O)(=O)N2CCCC2)c1,-0.9,-3.6,2.2,0.97,37.8,-1.5,2.0%,1.22,18.9
Cc1ccc(-c2nn(C)c(=O)c3ccccc23)cc1CN1CCOCC1,1.1,0.5,8.6,1.04,11.9,17.1,0.0%,1.07,nt
CCC(C)NC(=O)c1cnn2c1NC(c1ccc3c(c1)OCO3)CC2C(F)(F)F (stereo unspecified),-0.3,2.1,4.3,0.98,6.2,6.0,8.0%,1.1,18.7
CN(C)C(=O)CSc1nnc2sc3ccccc3n12,1.9,0.3,13.9,1,9.1,-4.8,2.0%,1.04,0.6
Cc1ccnc(N2CCN(c3cc(C)c(C#N)c4nc5ccccc5n34)CC2)c1,1.2,-10.9,6.9,1,4.8,11.2,9.0%,1.55,nt
Cc1ccc(-n2c(SCC(=O)OC(C)C)nnc2-c2ccncc2)cc1,10.7,0.1,1.6,1.02,-2.6,1.9,5.0%,0.99,9.3
Cn1c(N2CCN(c3ccccn3)CC2)nc2c1c(=O)n(Cc1ccc(Cl)cc1)c(=O)n2C,5.3,2.2,-1.2,1.07,5.9,3.3,7.0%,1.09,nt
COC(=O)C1=CN(CC2CCCO2)C=C(C(=O)OC)C1c1cc(OC)c(OC)c(OC)c1 (stereo unspecified),nt,-121.0[fluorescence artefact?],-1.8,1.07,-11.9,nt,10.0%[fluoresces],2.12*,12.6
CSc1nncc(=O)[nH]1,1.4,2.0,4.3,1.03,-0.6,4.0,5.0%,1.02,nt
COc1ccc(C2(O)CCN(Cc3nnnn3Cc3ccc(F)cc3)CC2)cc1,1.1,6.1,1.0,0.99,12.5,1.1,4.0%,1.07,5.9
Cn1c(CCNC(=O)c2ccco2)nc2cc(NC(=O)c3ccco3)ccc21,1.8,-1.6,-1.8,1.04,-19.8,4.1,5.0%,1.12,7.0
CCCCCn1c(N2CCOCC2)nc2c1c(=O)n(CC(N)=O)c(=O)n2C,-9.8,1.7,1.4,1.06,3.8,-2.1,4.0%,1.08,10.9

# Source: PubChem (several laboratories)
